# PolyA inh – blocks polyadenylation in yeast reporter cells; S. cerevisiae SKY197-pL101 polyadenylation reporter, beta-gal luminescence; efflux-impaired pdr1/pdr3 knockout yeast; score 100 = 6 SD above DMSO; calls only at 12 µM; actives 0.02% (n = 300,000);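 active means lowest replicate activity score at least 50, where 100 means six control SD above control mean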;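 further: yeast exposed to compound for 9 h at 30 °C; higher score means more reporter readthrough which indicates perturbed polyadenylation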
# MrgX1 ag – human MrgX1 receptor agonism, primary screen. MrgX1-HEK293 cells, Fluo-4 calcium fluorescence, agonist mode; active compounds read high. AID 588627. B-score at 10 µM. Q96LB2. actives 0.44% (n = 310,000);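 active means calcium response B-score plate-corrected fluorescence ratio at least 3 library SD, with starting fluorescence B-score inside 5 SD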
# Target sequence (Q96LB2 whole entry, looked up): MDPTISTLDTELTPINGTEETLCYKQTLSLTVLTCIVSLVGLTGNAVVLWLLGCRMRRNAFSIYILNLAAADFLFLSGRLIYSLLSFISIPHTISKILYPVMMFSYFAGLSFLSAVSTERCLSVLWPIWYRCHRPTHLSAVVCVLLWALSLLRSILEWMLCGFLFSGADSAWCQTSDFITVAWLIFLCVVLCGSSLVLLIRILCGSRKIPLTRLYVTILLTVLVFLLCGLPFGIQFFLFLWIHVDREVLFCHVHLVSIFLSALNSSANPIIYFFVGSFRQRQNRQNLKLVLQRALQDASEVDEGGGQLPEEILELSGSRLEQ
#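 Material: MrgX1-expressing HEK293 cells; input: 15,000 cells per well; doses: test compound given as first of three sequential additions; schedule: overnight plating before 1 h dye loading; technique: Fluo-4 NW calcium-flux fluorescence, kinetic read; evaluation: baseline-normalised fluorescence change ratio, B-scored; control set: plate-wise positive and negative controls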
# HIF act – HIF pathway transcriptional activation | U2OS HRE-luciferase reporter, luminescence; normalized: DMSO 0%, desferrioxamine 100% | activation, % at 7.5 µM (by protocol) | actives 0.32% (n = 300,000);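 active means mean activation of at least 10% of the iron chelator positive control signal, with at least half of replicates also reaching 10%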
# MrgX1 allo act – human MrgX1 positive allosteric modulation, primary screen; MrgX1-HEK293, Fluo-4 calcium flux, FDSS; active compounds read high; actives 0.63% (n = 310,000); AID 588675; Q96LB2; B-score at 10 µM;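 active means plate-corrected calcium response at least 3 library SD above typical, normal starting fluorescence, not activating the receptor alone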;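 further: compound read alongside a low EC10 to EC30 dose of BAM8-22 agonist; peak minus trough fluorescence over baseline measured at the second addition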
# TRPC6 act – mouse TRPC6 channel activation | actives 0.13% (n = 310,000) | B-score at 10 µM | HEK293-TRPC6 membrane potential dye fluorescence; active compounds read high;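 active means B-score of the integrated fluorescence ratio above library mean plus 3 SD, and starting fluorescence ratio within library mean plus 5 SD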;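 further: higher score means more depolarization so channel activation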
# AI-2 QS modul – Vibrio harveyi AI-2 quorum sensing modulation; Vibrio harveyi JMH597 AI-2 luminescence/OD600 ratio, 9 h; active compounds read low; strain lacks LuxN and CqsS sensors; 0 = neutral-control median; activity change, % at 7.5 µM; actives 0.4% (n = 300,000); in the data active means activity change below about -75%, passing the limit was not always enough;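 further: luminescence divided by OD600 gain over 9 h not by final OD600 alone; inactives centre near 13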
# TRPC4 agonist – opens the mouse TRPC4 cation channel; Q9QUQ5; HEK293 TRPC4beta/mu-opioid, Fluo4 calcium fluorescence; active compounds read high; B-score at 10 µM; actives 0.49% (n = 310,000); AID 2237;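 active means B-score above 5 SD of library B-scores, and initial fluorescence ratio not above library mean plus 5 SD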;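 further: positive B-score marks a calcium rise read as TRPC4 activation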
#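 Assay system – TRPC4beta and mu-opioid receptor HEK293 stable cells · Measured by – Fluo4 fluorescence, kinetic · Schedule – dye loading 45 min room temperature, 110 s kinetic read · Read-out – B-scored integrated calcium fluorescence ratio · Controls – buffer and maximal DAMGO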
# TRPC4 block – TRPC4 (mouse) channel inhibition. Q9QUQ5. HEK293 TRPC4beta/mu-opioid, DAMGO-evoked Fluo4 calcium flux; active compounds read low. B-score at 10 µM. actives 0.39% (n = 300,000). AID 2247;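 active means B-score over 3 SD under the library average, no early fluorescence shift, positive overall ratio signal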
#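 System: stable TRPC4beta/mu-opioid receptor HEK293 cells; Dosing: single-point compound dosing; Measured by: Fluo4 Ca2+ flux fluorescence; Read-out basis: per-well B score of integrated baseline-normalized Fluo4 ratio.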
# TRPC6 inhibitor – blocks the mouse TRPC6 cation channel; Q61143; actives 1.1% (n = 310,000); HEK293-TRPC6, membrane potential dye, ACh-evoked depolarization; active compounds read low; B-score at 10 µM;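 active means B-score under library mean minus 3 SD, initial fluorescence not abnormally high, positive integrated signal ratio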;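 further: B-score derived from integrated fluorescence ratio over the kinetic read; more negative B-score means stronger inhibition of depolarization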
# MrgX1 antagonist – antagonists of human MrgX1 receptor; Q96LB2; MRGX1-HEK293 calcium flux, Fluo-4, BAM8-22 antagonism; active compounds read low; B-score at 10 µM; actives 1.3% (n = 310,000);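 active means calcium-response B-score plate-corrected more than 3 library SD below zero, starting fluorescence within 5 deviations, no agonist response on first addition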;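 further: peak minus trough fluorescence over baseline after final BAM8-22 challenge near maximal dose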
# TRPC4 potent – TRPC4 (mouse) allosteric potentiation | HEK293 TRPC4beta/mu-opioid, DAMGO EC20, Fluo-4 Ca2+ flux; active compounds read high | actives 0.42% (n = 310,000) | AID 2227 | B-score at 10 µM;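 active means B-score of calcium response area above 5 SD of library B-scores, with initial fluorescence ratio within 5 SD of library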;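 further: B-score of integrated fluorescence ratio over time as area under calcium response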
# * = called active by the depositor; i = inactive; . = not tested or not shown. Some of the compounds tested. The share of hits here may be higher or lower than overall.
SMILES,PolyA inh,MrgX1 ag,HIF act,MrgX1 allo act,TRPC6 act,AI-2 QS modul,TRPC4 agonist,TRPC4 block,TRPC6 inhibitor,MrgX1 antagonist,TRPC4 potent
Cc1nc2ccccn2c1P(=S)(N1CCCCC1)N1CCCCC1,i,i,0.2,13.5*,i,7.1,87*,i,i,i,i
COc1ccc(C(O)P(=O)(Oc2ccccc2)Oc2ccccc2)cc1 (centres undefined),i,i,-23.7,i,i,18.9,i,i,i,i,i
CNc1cc(Cl)c2nonc2c1[N+](=O)[O-],i,.,-0.2,.,i,-90.4*,i,i,i,.,i
COc1ccc2nc(NC3=NCCN3)sc2c1,i,i,1.9,i,i,6.0,i,i,i,i,i
CCC12CN3CCN(CC(C3)/C1=N\O)C2,i,i,-0.6,i,i,-4.5,i,i,i,i,i
CN1C(=O)NC(=O)/C(=C/c2ccc([N+](=O)[O-])s2)C1=O,i,i,-0.9,i,i,59.1,i,i,i,i,i
Cn1c(O)c(N=Nc2cccc(S(=O)(=O)N3CCOCC3)c2)c(=O)n(C)c1=O,i,i,-0.3,i,i,24.2,i,i,i,i,i
O=C(COC(=O)Cc1ccccc1)Nc1cccnc1Cl,i,i,-0.5,i,i,10.7,i,i,i,i,i
COc1cc2c(cc1O)C[C@H]1NCCc3cc4c(c-2c31)OCO4,i,i,1.4,i,i,19.3,i,i,-9.05*,i,i
Cc1ccc(C2C(S(C)(=O)=O)=C(O)C(=O)N2c2ccccc2)cc1 (centres undefined) (tested in a mixture with another compound),i,i,0.0,i,i,20.0,i,i,i,i,i
CC(C)C(=O)c1cn(Cc2ccccc2C#N)c2ccccc12,i,i,-0.1,i,i,10.0,i,i,i,i,i
CCN1CCN(CC(=O)c2c(C)n(Cc3ccccc3)c3ccc(OC)cc23)CC1,i,i,0.6,i,i,1.9,i,i,i,i,i
CCOc1ccccc1NC(=O)N1CCC2(CC1)OCCO2,i,i,0.2,i,i,8.5,i,i,i,i,i
CSc1ccccc1C(=O)C1CCCN(Cc2ccn[nH]2)C1 (centres undefined),i,i,0.1,i,i,30.1,i,i,i,i,i
O=C(CCn1c(=O)oc2ccccc21)N1CCC2(CC1)OCCO2,i,i,1.2,i,i,12.5,i,i,i,i,i
O=C(c1cn(Cc2ccccc2F)c2ncccc12)C(F)(F)F,i,i,-0.4,i,i,-2.7,i,i,i,i,i
O=C1CCN(C(=O)C(Cl)Cl)N1,i,i,-0.2,i,i,9.4,i,i,i,i,i
COc1cc(C)c(CN2CC=C(c3ccc(F)cc3)CC2)cc1C,i,i,-10.5,i,i,73.5,i,i,i,i,i
COC(=O)C1=C(c2ccc(S(C)(=O)=O)cc2)C[C@@H]2CC[C@H]1N2C(=O)N1CCC(O)CC1,i,i,-0.1,i,i,11.9,i,i,i,i,i
O=C1NC(=O)C(=Cc2ccc(-c3ccc(F)cc3O)o2)C(=O)N1,i,i,0.8,i,i,32.5,i,i,i,i,i
Cc1cc(C=O)c(C)n1C1CC1,i,i,0.0,i,i,15.5,i,i,i,i,i
Cc1c(N=Cc2c(O)n(C)c(=O)[nH]c2=O)c(=O)n(-c2ccccc2)n1C,i,i,-0.1,i,i,1.5,i,i,i,i,i
CCN(CC)C(=O)c1ccc2c(c1)C1C=CCC1C(C(=O)O)N2 (centres undefined),i,i,0.2,i,i,22.9,i,i,i,i,i
CC(C)Cc1nc(N2CCNCC2)c(C#N)c2c1CCC2,i,i,.,i,i,11.9,i,i,-10.5*,i,i
CN1CCN2c3ccc(N)cc3CC3(C(=O)NC(=O)NC3=O)C2C1 (centres undefined),i,.,0.2,.,i,38.5,i,i,i,.,i
# More results follow:
SMILES,PolyA inh,MrgX1 ag,HIF act,MrgX1 allo act,TRPC6 act,AI-2 QS modul,TRPC4 agonist,TRPC4 block,TRPC6 inhibitor,MrgX1 antagonist,TRPC4 potent
COc1ccc(OC)c(CNCCc2ccc(OC)c(OC)c2)c1,i,i,-2.6,i,i,6.6,i,i,i,i,i
Cc1cccc(OCC(=O)N2CCN(Cc3ccc4c(c3)OCO4)CC2)c1,i,i,0.0,i,i,34.8,i,i,i,i,i
CCC(=NCCCn1ccnc1)c1c(O)n(-c2ccccc2)c(=O)[nH]c1=O,i,i,1.3,i,i,32.6,i,i,i,i,i
CN(C)C(=O)Oc1ccc(OCc2n(C)c3ccccc3[n+]2C)cc1,i,i,-0.6,i,i,12.5,i,i,i,i,i
C=CC1CN2CCC1CC2c1[nH]c2ccccc2c1CCO (centres undefined),i,i,-0.2,i,i,30.0,i,i,i,i,i
CC(=NCCCO)c1c(O)[nH]c(=O)[nH]c1=O,i,i,-0.2,i,i,24.6,i,i,i,i,i
C[C@H](N)CN1CCc2ccc(Br)cc21,i,i,-0.1,i,i,17.8,i,i,i,i,i
O=c1[nH]c(=O)n(CCC2=CCCCC2)c(O)c1/C=N/N1CCOCC1,i,i,-0.2,i,i,17.6,i,i,i,i,i
C=C1C(=O)O[C@@H]2C[C@@H](C)[C@@H]3C4OC4C(=O)[C@@]3(C)[C@@H](O)[C@H]12 (some centres undefined),.,i,-4.0,i,i,-5.2,i,i,i,i,i
COc1ccc(CN2C(=O)NC(=O)/C(=C\c3cc(OC)c(OC)c(OC)c3)C2=O)cc1,i,i,-0.5,i,i,23.1,i,i,i,i,i
CCCCn1c(O)c(C(CC)=NCc2ccco2)c(=O)[nH]c1=O,i,i,-0.6,i,i,5.8,i,i,i,i,i
COc1ccc(N2C(=O)NC(=O)/C(=C/c3ccc(N4CCOCC4)cc3)C2=O)cc1,i,i,-0.1,i,i,10.3,i,i,i,i,i
CCCCn1c(O)c(C(C)=NCCCn2ccnc2)c(=O)[nH]c1=O,i,i,0.7,i,i,6.0,i,i,i,i,i
CC(=NCC1CCCO1)c1c(O)n(C)c(=O)n(C)c1=O (centres undefined),i,i,-0.2,i,i,9.8,i,i,i,i,i
CCC(=NCc1ccco1)c1c(O)n(-c2ccc(C)cc2)c(=O)[nH]c1=O,i,i,-0.5,i,i,-5.7,i,i,i,i,i
CC1(C)CC2(CCO1)NCCN1C(=O)CSC12 (centres undefined),i,i,-0.1,i,i,-1.6,i,i,i,i,i
O=C(c1ccc(Cl)cc1)C1CCCN(Cc2cccc3cccnc23)C1 (centres undefined),i,i,0.0,i,i,29.9,i,i,i,i,i
Cc1cc(/C=C2\C(=O)NC(=O)N(c3ccc(Br)cc3)C2=O)c(C)n1-c1cc(C(=O)O)cc(C(=O)O)c1,i,i,0.7,i,i,8.5,i,i,i,i,i
CCCCn1c(=O)c(C(=O)Nc2ccc(C)cn2)c(O)c2ccccc21,i,i,-6.6,i,i,-0.1,i,i,i,i,i
O=P(Nc1cccc(F)c1)(Oc1ccccc1F)Oc1ccccc1F,i,i,-0.1,i,i,6.5,i,i,i,i,i
CCN(CC)c1ccc(CNCCc2ccc(F)cc2)cc1,i,i,0.3,i,i,19.2,51*,i,i,i,i
O=c1[nH]c(=O)n(C2CCCCCC2)c(O)c1C=NCCCN1CCOCC1,i,i,-0.4,i,i,9.1,i,i,i,i,i
COc1ccc2oc3c(c2c1)NC(=O)CN=C3c1ccccc1,i,i,-0.2,i,i,6.6,i,i,i,i,i
Cc1cnc(NC(=O)CN2CCCCC2)s1,i,i,-0.2,i,i,-0.8,i,i,i,i,i
Cc1c(C(=O)N2CCC3(CC2)OCCO3)oc2ccccc12,i,i,-0.1,i,i,-4.5,i,i,i,i,i
# Next part
SMILES,PolyA inh,MrgX1 ag,HIF act,MrgX1 allo act,TRPC6 act,AI-2 QS modul,TRPC4 agonist,TRPC4 block,TRPC6 inhibitor,MrgX1 antagonist,TRPC4 potent
N#CCN1CCN(c2ccc(C(F)(F)F)cc2)CC1,i,i,3.5,i,i,54.6,i,i,i,i,i
CCN(CC)CC(O)c1ccc(C2CCCC2)cc1 (centres undefined),i,i,0.7,i,i,2.3,i,i,i,i,i
Fc1c(F)c(F)c(N2CCNCC2)c(F)c1F,i,i,0.0,i,i,14.3,i,i,i,i,i
CC(N)Cc1cn(Cc2ccccc2)c2ccccc12 (centres undefined),i,i,0.2,i,i,2.0,i,i,i,i,i
O=C(Nc1ccc(Cl)cc1C(=O)c1ccccc1)c1ccco1,i,i,-0.4,i,i,-0.9,i,i,i,i,i
CCOc1ccccc1N=C1SCCCN1C,i,i,-0.3,i,i,3.7,i,i,i,i,i
CC1(C)C2CC=C(CN3CCOCC3)C1C2 (centres undefined),i,i,-0.3,i,i,14.6,i,i,i,i,i
Cc1ccc(N/N=C/c2c(O)n(-c3ccccc3)c(=O)[nH]c2=O)cc1,i,i,0.8,i,i,-13.3,i,i,i,i,i
Cc1ncc(CN2CCCC(C(=O)c3cccc(OC(C)C)c3)C2)s1 (centres undefined),i,i,-0.2,i,i,16.7,i,i,i,i,i
Cc1nn(Cc2ccc(Cl)cc2Cl)c(Cl)c1C(=O)O,i,i,-0.1,i,i,2.5,i,i,i,i,i
COc1ccc2c(c1)c(C(=O)O)c(C)n2C(C)C,i,i,-0.3,i,i,16.7,i,i,i,i,i
CN1C(=O)C(=Cc2ccc(-c3cccc(Cl)c3)o2)C(=O)N(C)C1=O,i,i,-0.6,i,i,23.6,i,i,i,i,i
Cn1c(=O)cc(OCC(=O)N2CCN(C3CCCCC3)CC2)c2ccccc21,i,i,-0.2,i,i,21.2,i,i,i,i,i
CCC(C)N1C(=O)/C(=C\c2cc3c4c(c2)CCCN4CCC3)C(=O)NC1=S (centres undefined),i,i,0.2,i,i,4.9,i,i,i,i,i
Clc1ccc2nc3c(c(-c4ccccc4)c2c1)CNCC3,i,i,-0.2,i,i,14.2,i,i,i,i,i
O=c1[nH]c(=S)n(CCC2=CCCCC2)c(O)c1/C=N/N1CCOCC1,i,i,-0.4,i,i,25.7,i,i,i,i,i
CCN(CC)P(=O)(c1nccn1C)N(CC)CC,.,i,-0.5,i,i,45.8,i,i,i,i,i
c1ccc(CCNC2CCCCCC2)cc1,i,i,-15.6,i,i,6.4,i,i,i,i,i
Cc1c(C(=O)N2CCC3(CC2)OCCO3)oc2ccc(S(=O)(=O)N3CCCCC3)cc12,i,i,-1.2,i,i,25.8,i,i,i,-5.27*,i
